Screens (PubChem BioAssay)
D2 PAM: positive allosteric modulators of human D2 dopamine receptor | P14416 | HEK293 T-REx D2, calcium flux, EC20 dopamine potentiation | potentiation, % at 10 µM | actives 0.34% (n = 340,000);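 active = potentiation over 3 SD above the plate norm, cut at about 30% in these data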; note: 0% is about no effect
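Potentiation of an EC20 dopamine calcium response is measured in a force-coupled, tetracycline-inducible Hek293 Trex D2 line. Compound-only kinetic reads over 180 s flag agonists before dopamine addition.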
D1 PAM: human D1 dopamine receptor positive modulation. HEK293 TREx D1 cells, calcium flux, dopamine EC20 potentiation. potentiation, % at 10 µM. actives 0.036% (n = 360,000); in the data active = potentiation above about 30%; note: 0% is about no effect
Target sequence (P21728 whole entry, looked up): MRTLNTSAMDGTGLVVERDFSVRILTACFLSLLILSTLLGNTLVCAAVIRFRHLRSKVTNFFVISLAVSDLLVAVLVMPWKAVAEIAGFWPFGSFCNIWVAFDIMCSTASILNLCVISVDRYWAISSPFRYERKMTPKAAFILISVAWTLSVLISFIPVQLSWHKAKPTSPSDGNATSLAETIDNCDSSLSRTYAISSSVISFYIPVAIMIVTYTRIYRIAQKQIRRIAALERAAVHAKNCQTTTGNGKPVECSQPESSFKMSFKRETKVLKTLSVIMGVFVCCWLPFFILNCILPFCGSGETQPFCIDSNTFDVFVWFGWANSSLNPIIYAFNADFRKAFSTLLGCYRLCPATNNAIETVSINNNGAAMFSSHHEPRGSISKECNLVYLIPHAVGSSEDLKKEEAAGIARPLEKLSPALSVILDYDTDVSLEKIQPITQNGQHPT
RXFP1 antag: blocks the human relaxin receptor RXFP1; Q9HBX9; HEK293-RXFP1, relaxin-stimulated cAMP HTRF, 30 min; hits give low values; activity change, negative = inhibition, % at 57.5 µM; actives 0.59% (n = 350,000);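 active = activity change of -60% or lower, but not beyond a set lower limit; inconclusive = change between -60% and -40%, or beyond the set limit; inactive = change above -40%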; note: % is set by controls: 0 for no effect and ±100 for the full control effect
D2 ag: activates the human D2 dopamine receptor. P14416. HEK293 T-REx D2 cells, calcium flux agonist mode. activation, % at 2 µM. actives 0.53% (n = 340,000);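 active = activation over 3 SD above normal in the single-dose calcium agonist read, cut at about 30% in these data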; note: 0% is about no effect
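Calcium-flux readout, 1 cycle/sec over 180 s following compound pin transfer, in inducible HEK293 Trex D2 cells (force-coupled); dopamine controls included. Positive calcium responses during this window marked compounds as potential agonists.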
D1 antagonist: blocks dopamine activation of the human D1 receptor; P21728; HEK293 TREx D1 cells, calcium flux, dopamine EC80; hits give low values; activity change, negative = inhibition, % at 10 µM; actives 3.2% (n = 360,000); AID 504652; in the data active = activity change below about -30%; note: % is set by controls: 0 for no effect and ±100 for the full control effect
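After overnight tetracycline induction at 30 C, force-coupled D1 HEK293 cells took up a no-wash calcium dye at room temperature. Compounds were added and monitored 180 s, and the response to EC80 dopamine was then recorded.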
RXFP1 agonist: activates the human relaxin receptor RXFP1; Q9HBX9; HEK293T-RXFP1 cAMP TR-FRET, 30 min; response scale: percent of porcine relaxin response, buffer zero; Potency, µM (titrated, usually from 57.5 µM), for inactives: at the top dose activation, hits mostly activators; actives 0.3% (n = 370,000); AID 2676; active = well fitted activation curve with a large enough effect; inconclusive = small, poorly fitted or top-dose-only effect; note: potency is the fitted concentration of half-maximal effect; % is set by controls: 0 for no effect and ±100 for the full control effect; nearly all actives have a fitted effect of over 60% in size; many of its hits are not listed in these tables
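HEK293T cells stably expressing RXFP1 were pretreated with the PDE4 inhibitor Ro 20174, exposed to compounds for 30 min at 37C, lysed, and cAMP was read by TR-FRET. Data normalized to buffer (basal) and 29 nM porcine relaxin (100%).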
D1 ag: human D1 receptor agonism | P21728 | activation, % at 2 µM | actives 1% (n = 360,000) | HEK293 T-REx D1 cells, calcium flux, agonist mode; in the data active = activation above about 30%; note: 0% is about no effect
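Tetracycline-induced HEK293 TREx D1 cells, force-coupled to calcium signalling, were dye-loaded with a no-wash calcium kit. Compound was pin-added after a 10 s baseline. Fluorescence was read kinetically at 1 cycle/s for 180 s, with calcium rises flagged as agonism.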
TRHR enhancer: allosterically enhances the human TRH receptor; enhancement, % at 2 µM; P34981; AID 493056; actives 0.66% (n = 360,000); TRHR cells, fluo-8 calcium fluorescence, EC20 TRH enhancement; in the data active = enhancement above about 30%; note: 0% is about no effect
Target sequence (P34981 whole entry, looked up): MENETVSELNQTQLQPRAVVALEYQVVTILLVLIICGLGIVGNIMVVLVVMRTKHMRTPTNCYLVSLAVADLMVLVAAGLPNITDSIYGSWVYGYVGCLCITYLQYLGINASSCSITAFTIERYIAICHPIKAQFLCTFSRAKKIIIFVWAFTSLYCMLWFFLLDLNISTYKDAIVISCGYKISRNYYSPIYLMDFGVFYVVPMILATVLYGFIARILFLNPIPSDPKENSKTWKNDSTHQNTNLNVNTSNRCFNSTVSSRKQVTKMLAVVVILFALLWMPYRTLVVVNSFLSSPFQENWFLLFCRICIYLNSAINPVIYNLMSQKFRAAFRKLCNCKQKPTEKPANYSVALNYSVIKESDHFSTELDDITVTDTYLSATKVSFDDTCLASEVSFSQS
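Enhancer read-out: after compound pinning and an initial kinetic agonist-mode read, an EC20 of TRH (10 nM final) was injected and fluo-8 calcium signal (Ex 480/Em 530) followed at 1 s/cycle for 100 cycles in TRHR-expressing cells.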
D2 antag: antagonizes the human D2 dopamine receptor | P14416 | HEK293 TREx D2 cells, calcium flux, dopamine EC80 | inhibition, % at 10 µM | actives 2% (n = 340,000); in the data active = inhibition above about 30%; note: 0% is about no effect
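Tetracycline-induced HEK293 T-REx cells expressing D2 force-coupled to calcium signalling were dye-loaded, exposed to compound for 180 s, then challenged with an EC80 of dopamine; calcium flux was followed kinetically for a further 180 s.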
Starred values were filed as active, the others as inactive; ? = inconclusive; nt = no result given.

SMILES	D2 PAM	D1 PAM	RXFP1 antag	D2 ag	D1 antagonist	RXFP1 agonist	D1 ag	TRHR enhancer	D2 antag
Cc1cc(NC(=O)c2cccc(Cl)c2)ccc1-c1cc2ccccc2oc1=O	2	-2	-4	0.4	4	7.8%	5	-4	nt
Cc1ccc(C)c(NC(=O)CSc2nnc3[nH]c(=O)cc(-c4ccccc4)n23)c1	-4	-5	3	-0.3	nt	3.0%	-2	-4	nt
COc1cccc(-n2c(CN3CCN(Cc4ccccc4)CC3)nc3ccc([N+](=O)[O-])cc3c2=O)c1	nt	-3	nt	nt	16	-0.3%	0	3	nt
C/C(=N/NC(=O)c1ccccn1)c1c[nH]c2ccccc12	2	-2	-1	-1.3	-2	2.0%	2	-3	-1
CCOC(=O)c1c(NC(=O)CC2SC(N)=NC2=O)sc2c1CCCC2 (stereo not given)	5	-3	-3	0.0	41	4.0%	6	6	14
CCCCCCn1c(CNC(=O)c2ccccc2)nc2ccccc21	-10	2	-15	-0.8	5	0.8%	-1	-1	nt
CN1CCN(c2ccc(Cl)cc2NC(=O)C2COc3ccccc3O2)CC1 (stereo not given)	6	5	-9	0.2	1	-0.3%	2	4	2
Cc1nn(CCOc2ccccc2)c(=O)n1-c1cccc(F)c1	16	-5	7	0.2	15	0.0%	2	-16	11
Cc1ccc(C(=O)COC(=O)CCC(=O)Nc2cccc(Cl)c2)cc1[N+](=O)[O-]	-5	-1	-5	3.2	-15	-0.3%	2	-5	-15
CCOC(=O)Cc1csc(NC(=O)c2ccc(Br)cc2)n1	-2	-4	-3	-1.4	-4	-2.1%	0	5	0
Cn1nc(C(C)(C)C)cc1C(=O)NNC(=O)c1ccccc1Cl	-5	-15	-11	-0.2	-28	0.0%	6	2	3
CCCCOCCCNC(=O)N[C@H](C(=O)OC)C(C)CC (stereo not given in full)	-4	-4	2	0.2	-13	0.3%	2	3	-9

Overlap with the part before: four compounds, followed by the next part.
SMILES	D2 PAM	D1 PAM	RXFP1 antag	D2 ag	D1 antagonist	RXFP1 agonist	D1 ag	TRHR enhancer	D2 antag
Cc1ccc(C(=O)COC(=O)CCC(=O)Nc2cccc(Cl)c2)cc1[N+](=O)[O-]	-5	-1	-5	3.2	-15	-0.3%	2	-5	-15
CCOC(=O)Cc1csc(NC(=O)c2ccc(Br)cc2)n1	-2	-4	-3	-1.4	-4	-2.1%	0	5	0
Cn1nc(C(C)(C)C)cc1C(=O)NNC(=O)c1ccccc1Cl	-5	-15	-11	-0.2	-28	0.0%	6	2	3
CCCCOCCCNC(=O)N[C@H](C(=O)OC)C(C)CC (stereo not given in full)	-4	-4	2	0.2	-13	0.3%	2	3	-9
CCC(=O)NCc1ccc2[nH]c(C)cc2c1	-3	4	nt	2.9	-1	0.9%	1	4	-1
CCCn1c(CC)nc([N+](=O)[O-])c1S(=O)(=O)c1ccccc1	11	-2	-20	-0.8	-5	-1.1%	0	2	-17
CCC(C)C(=O)Nc1nnc(CCc2ccccc2)s1 (stereo not given)	-6	5	-3	-0.6	8	-0.4%	-4	12	7
CCSc1nc2ccccc2c(=O)n1CCc1ccc(OC)c(OC)c1	3	1	-31	0.3	13	1.4%	3	6	-3
O=c1cc(CN2CCN(c3cccc(C(F)(F)F)c3)CC2)nc2sccn12	-16	-3	14	5.0	10	5.8%	6	-1	-24
COC(=O)C1=C(N)N(c2ccccc2F)C2=C(C(=O)CC(C)(C)C2)C1c1ccc(OC)c(OC)c1 (stereo not given)	0	-1	4	-0.7	10	0.9%	-1	0	-6
CCOc1ccc(C(=O)NCC(=O)OCc2c(C)noc2C)cc1	1	0	-8	0.3	-5	0.4%	1	7	5
O=C(c1ccccc1-n1cccn1)N1CCc2c([nH]c3ccccc23)C1c1ccccn1 (stereo not given)	0	0	-17	0.2	7	-0.9%	11	-3	6
CC(=O)N(C(C)=O)N1C(=O)C2C3c4ccccc4C(c4ccccc43)C2C1=O (stereo not given)	nt	15	6	nt	6	1.9%	0	-4	nt
C/C(=N\NC(=O)c1cccs1)c1ccc2c(c1)OCO2	-5	-12	-7	-0.1	-21	0.3%	1	-2	-7
O=C(Cc1ccccc1)NCC(=O)N/N=C/c1ccc([N+](=O)[O-])s1	4	-4	-12	1.4	6	-0.7%	2	-5	12
CCc1nn2c(=O)cc(COc3cccc(NC(=O)c4ccco4)c3)nc2s1	4	7	12	-0.1	6	3.6%	0	-19	6

Laid out differently: four of the compounds above
Cc1ccc(C)c(NC(=O)CSc2nnc3[nH]c(=O)cc(-c4ccccc4)n23)c1
  D2 PAM: -4; D1 PAM: -5; RXFP1 antag: 3; D2 ag: -0.3; D1 antagonist: nt; RXFP1 agonist: 3.0%; D1 ag: -2; TRHR enhancer: -4; D2 antag: nt

COc1cccc(-n2c(CN3CCN(Cc4ccccc4)CC3)nc3ccc([N+](=O)[O-])cc3c2=O)c1
  D2 PAM: nt; D1 PAM: -3; RXFP1 antag: nt; D2 ag: nt; D1 antagonist: 16; RXFP1 agonist: -0.3%; D1 ag: 0; TRHR enhancer: 3; D2 antag: nt

C/C(=N/NC(=O)c1ccccn1)c1c[nH]c2ccccc12
  D2 PAM: 2; D1 PAM: -2; RXFP1 antag: -1; D2 ag: -1.3; D1 antagonist: -2; RXFP1 agonist: 2.0%; D1 ag: 2; TRHR enhancer: -3; D2 antag: -1

CCOC(=O)c1c(NC(=O)CC2SC(N)=NC2=O)sc2c1CCCC2 (stereo not given)
  D2 PAM: 5; D1 PAM: -3; RXFP1 antag: -3; D2 ag: 0.0; D1 antagonist: 41; RXFP1 agonist: 4.0%; D1 ag: 6; TRHR enhancer: 6; D2 antag: 14

Additional structures follow.
SMILES	D2 PAM	D1 PAM	RXFP1 antag	D2 ag	D1 antagonist	RXFP1 agonist	D1 ag	TRHR enhancer	D2 antag
CC(C)(C)c1cc(-c2n[nH]c(=S)n2-c2ccccc2F)n[nH]1	-13	1	-11	0.0	1	9.3%	3	-1	25
CC(C)CNC(=O)COC(=O)c1n[nH]c2ccccc12	0	4	3	-0.1	-51*	4.1%	2	0	16
CC1=C(C(=O)Nc2ccc(Cl)cc2)C(c2ccccc2C)n2ncc(C(=O)Nc3ccc(C)cc3)c2N1 (stereo not given)	20	1	-31	1.0	-26	5.3%	1	3	nt
CC(C)c1ccc(N(CC(=O)NCCc2ccccc2)C(=O)c2csnn2)cc1	nt	-7	-26	8.1	-5	0.0%	0	0	1
Cc1oc2c(CN3CCCCC3C)c(O)ccc2c(=O)c1-c1ccc(Br)cc1 (stereo not given)	7	-1	3	-0.1	-10	7.2%	2	0	-14
O=C(COC(=O)c1ccc(-c2ccc([N+](=O)[O-])cc2)o1)NC(=O)NC1CCCCC1	-6	-3	-1	0.3	2	-0.8%	3	-1	16
CN(C)CC(O)COC(c1ccccc1)c1ccccc1 (stereo not given)	14	0	17	0.1	9	1.7%	3	-2	1
Cc1cnc(NC(=O)C2CCCC2)s1	2	0	1	-0.4	-4	-2.0%	1	-2	-3
O=C(Nc1ccc(CN2CCOCC2)cc1)c1cc(Br)ccc1Cl	2	-8	1	1.2	-18	-0.6%	6	2	-11
Cc1cc(C)cc(NC(=O)CC(C)n2nc(C)cc2C)c1 (stereo not given)	-5	-6	-2	1.1	-14	-4.1%	8	0	nt
Cc1cccc(C)c1NC(=O)Cn1c(=O)n(CCC(=O)NCc2ccccc2Cl)c(=O)c2sccc21	nt	1	-7	-0.2	-8	?	9	-3	nt
C=CCOC(=O)COc1ccc2c(C)c(C)c(=O)oc2c1C	-1	4	-5	0.3	-12	2.7%	1	0	10
CCCCN(C(=O)Cc1ccc(S(=O)(=O)N2CCOCC2)s1)c1c(N)n(CC(C)C)c(=O)[nH]c1=O	4	-3	-15	0.3	5	-2.5%	-1	8	-10
C=CCN1C(=O)N(/C=C/C)c2cccc3cccc1c23	3	-3	1	-0.3	-6	1.7%	3	-5	-14
COc1cc(C(=O)Nc2nonc2-c2ccc(C)c(C)c2)cc(OC)c1OC	3	-2	-1	0.5	-3	26%	-1	3	nt
CCn1ccc(C(=O)Nc2ccc(Cl)cn2)n1	2	1	-1	1.2	-17	0.3%	0	3	-2
COc1ccc(C(c2nnnn2Cc2cccs2)N2CCN(c3ccc(F)cc3)CC2)cc1OC (stereo not given)	10	-4	2	0.8	9	2.9%	3	-3	10
Cc1nnc(N2CCN(C(=O)NCCC(C)C)CC2)c2nn(-c3ccc(Cl)cc3)c(C)c12	-7	-5	-4	1.6	-6	-1.7%	0	1	nt
O=S1(=O)c2ccccc2N(Cc2cccc(F)c2)c2ccccc21	-8	-4	-8	-0.5	-5	12%	3	14	nt
CC1CCCCN1C(=O)c1ccccc1NC(=O)c1ccco1 (stereo not given)	31*	-6	0	-1.8	8	1.5%	0	15	12
O=C(Cc1ccccc1)Nc1c(Cl)ccc2nsnc12	4	0	9	-0.4	-10	2.7%	1	14	3
CCn1nc(C)c(CNC(=O)Nc2ccc3c(c2)OCO3)c1C	2	-2	-13	-0.3	13	-1.6%	2	5	-7
CCOC(=O)c1c(NC(=O)CSc2nnc(C)c(=O)[nH]2)sc(C)c1-c1ccc(C)cc1	1	-1	-13	nt	23	7.2%	3	0	nt
Cc1ccccc1CN1CCN(C/C=C/c2ccccc2)CC1	-14	1	-18	0.0	5	3.0%	2	1	-19

Compound profiles, as listed above. Values in the order: D2 PAM | D1 PAM | RXFP1 antag | D2 ag | D1 antagonist | RXFP1 agonist | D1 ag | TRHR enhancer | D2 antag
Entry for Cc1nnc(N2CCN(C(=O)NCCC(C)C)CC2)c2nn(-c3ccc(Cl)cc3)c(C)c12 → -7 | -5 | -4 | 1.6 | -6 | -1.7% | 0 | 1 | nt
Entry for CC1CCCCN1C(=O)c1ccccc1NC(=O)c1ccco1 (stereo not given) → 31* | -6 | 0 | -1.8 | 8 | 1.5% | 0 | 15 | 12
Entry for CCn1nc(C)c(CNC(=O)Nc2ccc3c(c2)OCO3)c1C → 2 | -2 | -13 | -0.3 | 13 | -1.6% | 2 | 5 | -7

(next part)
SMILES	D2 PAM	D1 PAM	RXFP1 antag	D2 ag	D1 antagonist	RXFP1 agonist	D1 ag	TRHR enhancer	D2 antag
COc1cc(NC(=O)Nc2nnc(N3CCCCC3)s2)cc(OC)c1	-12	-4	-10	0.5	-1	-2.1%	2	-11	nt
O=C1C(Nc2ccccc2)=C(NS(=O)(=O)c2ccccc2)C(=O)c2ccccc21	-1	0	nt	-0.4	-5	3.0%	-1	-6	-11
Cc1c(C(=O)NCCc2ccc(S(N)(=O)=O)cc2)cccc1[N+](=O)[O-]	22	-3	4	1.3	-13	5.0%	2	2	-5
NCCCn1c(C(=O)c2cc(Cl)c(N)c(Cl)c2)c2ccccc2[n+]1[O-]	2	4	nt	11	1	-1.0%	6	9	10

This is a subset. The share of hits here may be higher or lower than overall.
